High-throughput results as filed in PubChem.
PGK inhibitor: qHTS Assay to Find Inhibitors of Phosphoglycerate Kinase. PGK/GAPDH coupled, Kinase-Glo luminescence, 60 min. AID 602233, 2012. 0.043% of 380,000 active. Phosphoglycerate kinase, glycosomal (Trypanosoma brucei brucei), P07378. Potency, µM (highest dose often 57.5 µM), inactives show at the top dose activity change, negative = inhibition, hits mostly inhibitors; also: potency is read from the fitted curve at half-maximal effect; % is scaled to controls: 0 for no effect and ±100 for the full control effect; nearly all actives have a fitted effect of over 60% in size
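Luminescent ATP detection (Kinase-Glo Plus) follows a 60-minute room-temperature incubation, with wells lacking PGK as controls. Buffer: 100 mM TEA (pH 7.6), 5 mM MgCl2, 0.01% Tween-20. Coupling enzyme GAPDH (100 nM final) supplies unstable 1,3-BPG in-well.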
rTrxR1 inhibitor: qHTS Assay for Inhibitors of Mammalian Selenoprotein Thioredoxin Reductase 1 (TrxR1): qHTS; 1% of 390,000 active; Potency, µM (top dose mostly 114 µM), for the others: at the highest dose activity change, negative = inhibition, usual class: inhibitors; Thioredoxin reductase 1, cytoplasmic (Rattus norvegicus), O89049; recombinant rTrxR1, NADPH fluorescence consumption, selenite substrate; also: potency is read from the fitted curve at half-maximal effect; % is scaled to controls: 0 for no effect and ±100 for the full control effect; nearly all actives have a fitted effect of over 65% in size
Target sequence (O89049 whole entry, looked up): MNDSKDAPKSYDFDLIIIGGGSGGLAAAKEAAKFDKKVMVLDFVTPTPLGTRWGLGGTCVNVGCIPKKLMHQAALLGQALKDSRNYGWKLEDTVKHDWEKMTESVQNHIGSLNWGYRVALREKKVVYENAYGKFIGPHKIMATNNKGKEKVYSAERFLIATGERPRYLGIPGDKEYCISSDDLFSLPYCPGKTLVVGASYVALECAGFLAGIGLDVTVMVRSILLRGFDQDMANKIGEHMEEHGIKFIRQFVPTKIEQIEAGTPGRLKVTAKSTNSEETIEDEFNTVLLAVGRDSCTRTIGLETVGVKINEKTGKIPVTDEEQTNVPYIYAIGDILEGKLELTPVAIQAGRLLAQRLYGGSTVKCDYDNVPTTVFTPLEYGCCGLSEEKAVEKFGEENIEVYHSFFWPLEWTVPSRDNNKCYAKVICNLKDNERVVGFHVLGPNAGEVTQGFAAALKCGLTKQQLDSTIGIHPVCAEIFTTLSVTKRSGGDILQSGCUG
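Rat TrxR1 (90 nM in the dispensed reagent) was pre-reduced with 400 uM NADPH for 5 min at room temperature, then incubated with compound for 15 min. After 400 uM selenite was added, NADPH fluorescence (Ex 340/Em 450 nm) was followed for 8 min.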
PI4K2A block: qHTS for small molecular inhibitors of PI4K2A; activity change, negative = inhibition, % at 76.9 µM; purified PI4K2A, ADP-Glo luminescence, 1 h; stronger effect = lower value; Phosphatidylinositol 4-kinase type 2-alpha (Homo sapiens), Q9BTU6; 0.13% of 420,000 active; in the data active = activity change below about -50%; inconclusive = mostly about -30% to -49%;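 also: -100% = wells without enzyme as full effect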
Target sequence (Q9BTU6 whole entry, looked up): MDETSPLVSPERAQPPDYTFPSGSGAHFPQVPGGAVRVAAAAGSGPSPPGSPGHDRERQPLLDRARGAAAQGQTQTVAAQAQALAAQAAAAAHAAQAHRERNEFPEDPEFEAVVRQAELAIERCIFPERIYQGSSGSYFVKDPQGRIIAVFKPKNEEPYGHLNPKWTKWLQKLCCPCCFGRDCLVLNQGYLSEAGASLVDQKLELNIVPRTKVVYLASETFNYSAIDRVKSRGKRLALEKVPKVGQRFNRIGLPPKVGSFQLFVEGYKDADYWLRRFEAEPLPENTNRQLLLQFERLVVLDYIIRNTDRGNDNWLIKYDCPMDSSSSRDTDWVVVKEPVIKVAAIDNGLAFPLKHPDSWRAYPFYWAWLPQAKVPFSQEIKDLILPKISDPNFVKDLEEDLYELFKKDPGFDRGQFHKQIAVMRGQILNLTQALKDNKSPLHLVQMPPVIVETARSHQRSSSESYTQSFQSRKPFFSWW
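PI4K2A activity was measured by ADP-Glo luminescence: enzyme (4 ug/mL stock) and phosphatidylinositol (1.2 mM stock) in Tris pH 7.5/MgCl2/EGTA/Triton X-100 buffer were reacted with ATP (300 microM stock) for one hour at ambient temperature.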
Pin1 inhibitor: qHTS Assay to Find Inhibitors of Pin1; Potency, µM (doses to about 115 µM), inactives show at the highest dose activity, negative = inhibition, usual class: inhibitors; Pin1 FP peptide displacement, HiFluor488, 10 min; Peptidyl-prolyl cis-trans isomerase NIMA-interacting 1 (Homo sapiens), Q13526; AID 504891, 2011; 0.009% of 390,000 active; active = well fitted inhibition curve with a large enough effect in the polarisation, with a control signal flat, not every such curve was filed as active; inconclusive = small, poorly fitted or top-dose-only effect, or effect the other way, or a change in a side signal; inactive = no such curve, though single readings can be large or run the other way; the % refers to the polarisation; also: potency is read from the fitted curve at half-maximal effect; % is scaled to controls: 0 for no effect and ±100 for the full control effect
GLS inhibitor: qHTS for Inhibitors of Glutaminase (GLS); Glutaminase kidney isoform, mitochondrial (Homo sapiens), O94925; GLS enzymatic activity, qHTS titration; Potency, µM (titrated, usually from 45.5 µM), without a hit: at the top dose activity change, negative = inhibition, actives largely listed as inhibitors; 0.21% of 410,000 active; AID 624170, 2012; also: potency is read from the fitted curve at half-maximal effect; % is scaled to controls: 0 for no effect and ±100 for the full control effect
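Coupled fluorescence readout: glutamate oxidase/HRP/Amplex Red detect glutamate formed by hKGA from L-glutamine (1 mM solution added). Buffer 45 mM KH2PO4 pH 8.2, 0.02% Tween-20; reads at t0 and 30 min RT.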
TrxR1 substrate: qHTS Assay for Substrates of Mammalian Selenoprotein Thioredoxin Reductase 1 (TrxR1): qHTS; purified TrxR1 substrate turnover, NADPH consumption readout; Potency, µM (highest dose often 114 µM), for inactives: at the highest dose activity change, negative = substrate turnover; 0.01% of 390,000 active; AID 588456, 2011; also: potency is read from the fitted curve at half-maximal effect; % is scaled to controls: 0 for no effect and ±100 for the full control effect; nearly all actives have a fitted effect of over 50% in size
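Rat TrxR1, dispensed at 90 nM, was prereduced with 400 uM NADPH (final) for 5 min at ~22 deg C, then incubated with compound 15 min before 400 uM selenite. A first-read NADPH fluorescence drop versus no-compound background flagged substrates.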
IDH1 R132H inh: qHTS for Inhibitors of mutant isocitrate dehydrogenase 1 (IDH1): qHTS | IDH1-R132H enzyme, NADPH consumption, diaphorase/resazurin fluorescence | Potency, µM (doses to about 76.6 µM), without a hit: at the highest dose activity change, negative = inhibition, usual class: inhibitors | Isocitrate dehydrogenase [NADP] cytoplasmic (Homo sapiens), O75874 | 0.093% of 390,000 active; also: potency is read from the fitted curve at half-maximal effect; % is scaled to controls: 0 for no effect and ±100 for the full control effect; nearly all actives have a fitted effect of over 65% in size
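IDH1-R132H (0.5 ug/mL dispensed) in pH 7.5 Tris buffer was preincubated 30 min with compound, then given a substrate mix of 0.016 mM NADPH and 2 mM alpha-KG for 80 min at room temperature; remaining NADPH was read by diaphorase/resazurin fluorescence.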
HP1b binding inh: HTS for Inhibitors of HP1-beta Chromodomain Interactions with Methylated Histone Tails. AlphaScreen HP1-beta / biotin-H3K9me3 peptide binding. 0.56% of 390,000 active. Potency, µM (highest dose often 114 µM), for the others: at the highest dose activity change, negative = inhibition, most hits filed as inhibitors. Chromobox protein homolog 1 (Homo sapiens), P83916; also: potency is read from the fitted curve at half-maximal effect; nearly all actives have a fitted effect of over 70% in size; inactives centre near 23
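AlphaScreen: HP1-beta (50 nM) preformed 30 min with biotin-H3(1-18)K9me3 peptide (50 nM) in PBS pH 7.4, 0.01% Tween-20. Compound added for 30 min at RT, then streptavidin donor/nickel chelate acceptor beads (10 ug/mL) for 30 min.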
USP1-UAF1 inh: Inhibitors of USP1/UAF1: Primary Screen. Ubiquitin carboxyl-terminal hydrolase 1 (Homo sapiens), O94782. recombinant USP1/UAF1, Ub-Rhodamine cleavage fluorescence. Potency, µM (doses to about 57.1 µM), for inactives: top-dose activity change, negative = inhibition, most hits filed as inhibitors. 0.23% of 390,000 active; also: potency is read from the fitted curve at half-maximal effect; % is scaled to controls: 0 for no effect and ±100 for the full control effect; nearly all actives have a fitted effect of over 60% in size; inactives centre near -12
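In this screen, compounds sit with the deubiquitinase complex (1nM) for 15 min at room temperature before Ub-Rho is added at 150nM final. Fluorescence rise is then followed for 6 reads every 60 seconds.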
* = called active by the depositor; i = inactive; ? = inconclusive; . = no result given; [ ] = another dose, or the depositor's remark. Unless noted, calls follow the shape of the dose curve; as a rule, active = well fitted curve in the direction sought with a large enough effect; inconclusive = small, poorly fitted or top-dose-only effect, or another doubt; inactive = no such curve, though single readings can be large; an effect the other way counts as inactive or inconclusive.

SMILES | PGK inhibitor | rTrxR1 inhibitor | PI4K2A block | Pin1 inhibitor | GLS inhibitor | TrxR1 substrate | IDH1 R132H inh | HP1b binding inh | USP1-UAF1 inh
COc1ccc(N=C2SC(C(=O)O)CC(=O)N2Cc2ccc(OC)c(OC)c2)cc1 (centres undefined) | 0% | 19% | 2 | -16% | -5% | 6% | 7% | -3% | -12%
O=C(c1ccco1)c1cn(CC(=O)N2CCCCCC2)c2ccccc12 | -2% | 4%[57.1 µM] | 2 | -1% | -16% | -8% | 3% | 30% | -16%
O=C(OCC(=O)c1c[nH]c2ccccc12)c1cccc(O)c1 | 3% | -13% | -4 | 7% | 3% | -13% | 3% | 25% | -2%
CC1CCC2(CC1)NC(=O)N(CC(=O)NC(=O)NC1CCCC1)C2=O (centres undefined) | 7%[11.5 µM] | 13% | -2 | 0% | -3% | 10% | 0% | 27% | 18%
COc1ccc(C(=O)NCCNC(=O)c2cnccn2)cc1 | -1% | 22%[0.457 µM] | 0 | 2% | -6% | -2% | -1% | 9% | 9%
NC(N)=NCCCC(NC(=O)c1ccccc1)C(=O)Nc1ccc2ccccc2c1 (centres undefined) | -2% | 5% | -2 | 1% | 0% | 0% | -8% | 12% | 8%
COC(=O)c1ccccc1NC(=O)Cc1nc(-c2ccc(OC)cc2)no1 | 12% | 18% | 2 | 1% | -6% | -2% | 8% | 33% | ?
CC(=O)Oc1ccc2ccc3ccc(C(C)=O)cc3c2c1 | -3% | 50%[activator] | 10 | -2% | -17% | 22% | -2% | 3% | -5%
COc1ccc2oc(=O)cc(-c3cc4ccccc4o3)c2c1 | i | 0% | -4 | 7% | -6% | 0% | 0% | 6% | -24%
CCc1ccc(N2CC(C(=O)OC)CC2=O)cc1 (centres undefined) | -6% | 7%[57.1 µM] | 5 | -8% | -4% | 7%[57.1 µM] | 5% | 16% | -10%
COCCn1c(N)c(NCc2ccccc2)c(=O)n(CC(=O)Nc2cc(C)ccc2C)c1=O | 0% | 7% | 9 | 1% | 22% | -5% | 10% | 4% | -5%
O=c1[nH]nc(CSCc2ccccc2Cl)[nH]1 | -3% | 15% | 0 | 7% | 5% | 11% | 5% | 22% | -13%
CCOC(=O)c1c(NC(=O)C2CCN(S(=O)(=O)c3ccc(Cl)cc3)CC2)sc2c1CCCC2 | i | -5% | 4 | 12% | 3% | -4% | 1% | 35% | -9%
Cc1cccc(OC(C)C(=O)N/N=C\c2ccncc2)c1 (centres undefined) | -10% | 13%[57.1 µM] | 0 | -10% | 0% | 3%[57.1 µM] | 6% | 38% | -9%
CN(Cc1ccccn1)C(=O)c1cc(COc2ccc(F)cc2Cl)on1 | i | . | -2 | . | -1% | . | 0% | . | -12%
O=c1cnnc(Nc2ccccc2)[nH]1 | 6% | 5%[57.1 µM] | -2 | 8% | 3% | 0%[57.1 µM] | -10% | 32% | -9%
COc1ccc(CCNC(=O)c2cccc3c2C(=O)N(C2CCCCC2)C3)cc1OC | -9% | -7% | -3 | 1% | -1% | -4% | -29% | 21% | -21%
COCCN(Cc1cn[nH]c1-c1ccc2cc(OC)ccc2c1)C(C)C | i | 6%[57.1 µM] | 1 | -8% | 7% | 5%[57.1 µM] | 7% | 4% | -13%
COc1cc2c(c(OC)c1OC)-c1ccc(NCc3ccccc3)c(=O)cc1C(NC(C)=O)CC2 (centres undefined) | -1% | . | 2 | . | -4% | . | -8% | . | -17%
Cc1ccc(Nc2nnc(SC(C)C(=O)NCC3CCCO3)s2)cc1C (centres undefined) | -9% | -7% | 1 | -5% | 4% | -5% | 5% | 15% | -24%
CCC(=O)NC(=S)Nc1cccc(NC(=O)c2ccccc2)c1 | -7% | ? | 1 | -1% | 17% | 2%[57.1 µM] | 6% | 48%[activator] | -20%
CC(=O)Nc1ccc(S(=O)(=O)NCC(=O)NCCc2ccc(S(N)(=O)=O)cc2)cc1 | -9% | 3%[57.1 µM] | -1 | 1% | -1% | 1%[57.1 µM] | 3% | 1% | -22%
Nc1cc(-c2ccc(Cl)cc2)nn1-c1ccccc1 | -7% | -6% | -2 | 2% | -4% | 0% | 5% | 18% | -23%
Cc1cccc(-c2nc3scc(CCNC(=O)c4ccc(Br)o4)n3n2)c1 | -5% | 11%[57.1 µM] | -2 | -1% | 3% | 2%[57.1 µM] | 27% | 16%[57 µM] | -1%
COc1ccc(/C=N/OCC(=O)N(Cc2ccccc2)c2ccccc2C(=O)O)cc1 | -7% | 36%[activator] | 0 | -8% | -5% | 6% | -1% | 41%[activator] | -18%
COc1ccc2c(C)cc(SCC(=O)N3CCOCC3)nc2c1 | i | 20%[11.4 µM] | 1 | ? | 1% | 11%[57.1 µM] | 2% | 23% | -2%
CCn1cc(/C=C(\NC(=O)c2ccccc2OC)C(=O)NCCN2CCOCC2)c2ccccc21 | 10% | . | -2 | . | 7% | . | -1% | . | -10%
O=C(COC(=O)CSc1ccccc1)Nc1ccc(F)cc1F | 0% | -3% | 4 | -5% | 4% | -8% | 7% | 34% | -12%
O=C(NC(=S)Nc1ccc(S(=O)(=O)Nc2nccs2)cc1)c1cccc(F)c1 | -3% | -6% | 3 | -7% | 6% | 0% | 0% | 7% | -11%
O=C(C1CCN(Cc2ccc(OCc3ccccc3)cc2)CC1)N1CCCC1 | -7% | -7% | 5 | -9% | 0% | -3% | 9% | ? | -7%
CC(=O)c1ccc(OCc2cc(C(=O)N3CC[C@@H]4CCCC[C@H]4C3)no2)cc1 | -6% | 25µM* | 4 | -3% | 7% | -13% | 4% | 17% | 1%
Cc1sc(C(=O)Nc2ccc3ccccc3c2)cc1CC(=O)O | 0% | 18%[57.1 µM] | 0 | -3% | 7% | 6%[57.1 µM] | 3% | 32% | -17%
COc1ccc(-c2nn3c(-c4ccco4)nnc3s2)cc1OC | 2% | ? | 11 | 15% | -23% | -4% | 0% | -21% | -9%
Cn1c(=O)c2c(nc(SCC(=O)Nc3ccccc3)n2C)n(C)c1=O | -2% | 18%[57.1 µM] | -3 | 1% | 0% | 8%[57.1 µM] | -7% | 61%[activator] | -18%
CC(=O)N1CCN(S(=O)(=O)c2ccc(S(=O)(=O)NCC(C)C)cc2)CC1 | 1% | -16%[57.1 µM] | -6 | 0% | 1% | -2%[57.1 µM] | -3% | 29% | -4%
COc1cccc(NC(=O)CN(C)C(=O)CCNS(=O)(=O)c2ccc(C)cc2)c1 | 4% | -9% | 9 | 6% | 0% | -5% | -8% | 31% | -17%
CCCCCc1nnc(NC(=O)C2COc3ccccc3O2)s1 (centres undefined) | -5% | 35%[57.1 µM] | 2 | 8% | 0% | -8%[57.1 µM] | 6% | 40% | 0%
CN(C(=O)COC(=O)/C=C/c1ccc(S(=O)(=O)N2CCc3ccccc32)cc1)C1CCS(=O)(=O)C1 (centres undefined) | -2% | 3%[57.1 µM] | 3 | 6% | 6% | -2%[57.1 µM] | -3% | 31% | -20%
COc1ccc(C)cc1NC(=O)c1ccc2c(O)c(S(=O)(=O)c3ccccc3)c(=O)[nH]c2c1 | -4% | -7% | 3 | -4% | -12% | 0% | -6% | 0% | -7%
COC(=O)CSc1nnc2cc(C)c3ccccc3n12 | i | 13% | -3 | 6% | -9% | 10% | 16% | 24% | -18%
O=C(CCCN1C(=O)/C(=C\c2ccccc2)SC1=S)Nc1cccc(C(=O)O)c1 | i | -16% | -7 | -9% | -9% | -11% | -1% | 6%[57 µM] | -24%
Cc1ccc(C(=O)NNC(=S)NC(=O)c2ccco2)cc1 | i | 0%[57.1 µM] | 4 | -21% | -22% | -4%[57.1 µM] | 1% | 28% | -6%
O=C(CSc1ccccn1)Nc1nc2ccc(Br)cc2s1 | -9% | 20% | 3 | 13% | -9% | 2% | 4% | 11% | -5%
COc1ccc(NC(=O)CSc2nc3ccccc3c(=O)n2-c2ccc3c(c2)OCO3)c(OC)c1 | -2% | 7% | -5 | 0% | 3% | 7% | -4% | 14% | -11%
CC(C)N(C(=NCc1ccccc1)NC(=O)c1ccccc1)C(C)C | 4% | 13% | 1 | -1% | -3% | -1% | -4% | 55%[activator] | -24%

An excerpt; the hit share may differ from the screen's.
